LAP4-GFP MLPCN = modulators of LAP4-GFP expression in yeast, primary screen, S. cerevisiae, multiplex flow cytometry, MLPCN library; AID 2023, 2009; 0.34% of 320,000 active; GFP response vs DMSO, % at 10 µM; 3 h; median GFP as percent of DMSO wells;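 active means GFP response vs DMSO above a set limit, about the screen mean plus 3 SD, cut at about 150% in these data; inconclusive means under 70 cell events counted for the yeast strain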
VLA-4 inh = inhibition in human VLA-4 binding assay, primary screen, VLA-4 allosteric modulator project, MLPCN library, flow cytometry, VLA-4 expressing cells. Integrin alpha-4 (Homo sapiens), P13612. ligand binding flow cytometry. inhibition, % (about 7 µM as worked out from the volumes in the protocol). 0.2% of 330,000 active. AID 2557, 2010; in the data active means inhibition above about 50%
RPL19A TOR yeast = RPL19A-GFP expression modulators in yeast, primary screen, cell-based, S. cerevisiae, multiplex flow cytometry, MLPCN | S. cerevisiae RPL19A-GFP strain, 3 h; stronger effect = lower value | percent response vs DMSO, % at 10 µM | 0.3% of 330,000 active;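 active means percent response vs DMSO below 50%; inconclusive means fewer than 70 events counted for the yeast strain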;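 further: median channel GFP fluorescence of the barcoded RPL19A-GFP strain; ratio of sample median GFP to plate DMSO average so 100% = DMSO; lower means less RPL19A-GFP as with rapamycin TOR inhibition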
CIT2 TOR yeast = modulators of CIT2-GFP expression in yeast, primary screen, S. cerevisiae, GFP fusion, multiplex flow cytometry, MLPCN library. S. cerevisiae CIT2-GFP strain, 3 h; 100 means same as DMSO wells. GFP response vs DMSO, % at 10 µM. 0.065% of 320,000 active;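 active means GFP response relative to DMSO above a set limit, near the screen mean plus 3 SD, cut at about 150% in these data; inconclusive means Fewer than 70 cells measured for a yeast strain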;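 further: ratio of well median GFP fluorescence to mean of DMSO wells on the plate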
MEP2-GFP yeast = modulators of MEP2-GFP levels in yeast, primary screen, S. cerevisiae, multiplex flow cytometry, MLPCN library. S. cerevisiae MEP2-GFP strain, 3 h; 100% = DMSO control level. GFP response vs DMSO, % at 10 µM. 0.51% of 330,000 active. AID 2016, 2009;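 active means GFP response versus DMSO above a set limit, roughly screen mean plus 3 SD, cut at about 180% in these data; inconclusive means fewer than 70 cells counted for a yeast strain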;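 further: median GFP fluorescence of the barcode-gated MEP2-GFP cells per well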
Yeast superoxide = reduction of superoxide in aged yeast, primary screen, HTS | superoxide response (% of plate mean), % at 10 µM | S. cerevisiae aged cells, superoxide DHE fluorescence; stronger effect = lower value | AID 2690, 2010 | 0.18% of 330,000 active;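 active means superoxide response under a set limit, about three screen SD below normal, cut at about 65% in these data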;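 further: yeast aged for seven days with compound at 30 °C before DHE staining; 100% = average MFI of all compound-treated wells on the plate with controls excluded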
GRK2 aptamer HTS = compounds blocking aptamer binding on GRK2 – biochemical, human GRK2, bead flow cytometry, HTS, primary screen; Beta-adrenergic receptor kinase 1 (Homo sapiens), P25098; inhibition of aptamer binding, % at 10 µM; 0.59% of 330,000 active; AID 488847, 2010; FAM-aptamer displacement from GRK2;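 active means inhibition of aptamer binding above 40%, roughly 3 SD of noise, on plates passing a quality check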;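 further: median bead fluorescence of bound FAM aptamer so fluorescent compounds give negative values; no value below 0 was filed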
Target sequence (P25098 whole entry, looked up): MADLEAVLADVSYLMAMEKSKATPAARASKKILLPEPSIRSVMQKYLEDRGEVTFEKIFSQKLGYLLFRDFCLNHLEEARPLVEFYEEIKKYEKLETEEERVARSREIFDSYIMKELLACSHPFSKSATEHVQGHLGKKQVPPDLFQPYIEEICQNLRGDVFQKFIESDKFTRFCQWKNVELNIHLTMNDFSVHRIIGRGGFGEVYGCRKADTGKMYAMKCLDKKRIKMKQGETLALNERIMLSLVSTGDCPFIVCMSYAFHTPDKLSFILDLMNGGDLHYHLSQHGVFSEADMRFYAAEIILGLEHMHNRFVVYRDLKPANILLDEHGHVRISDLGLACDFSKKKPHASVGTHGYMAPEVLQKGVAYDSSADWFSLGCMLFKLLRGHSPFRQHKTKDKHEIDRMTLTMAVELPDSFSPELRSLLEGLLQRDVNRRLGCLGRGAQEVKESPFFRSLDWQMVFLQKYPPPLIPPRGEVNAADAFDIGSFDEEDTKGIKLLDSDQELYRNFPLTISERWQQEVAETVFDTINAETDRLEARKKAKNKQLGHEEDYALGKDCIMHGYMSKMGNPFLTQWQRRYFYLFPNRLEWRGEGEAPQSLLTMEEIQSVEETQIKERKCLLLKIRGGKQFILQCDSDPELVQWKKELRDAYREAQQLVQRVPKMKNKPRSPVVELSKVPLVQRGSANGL
AGP1-GFP MLPCN = modulators of AGP1-GFP expression in yeast TOR pathway, primary screen, cell-based, multiplex flow cytometry, S. cerevisiae, MLPCN library. 3 h; GFP as percent of DMSO wells. 0.02% of 320,000 active. GFP response vs DMSO, % at 10 µM;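 active means GFP response relative to DMSO above a set limit, near screen average plus 3 SD, cut at about 150% in these data; inconclusive means fewer than 70 cells counted for the yeast strain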;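 further: median GFP channel fluorescence of the gated AGP1 strain per well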
An asterisk follows results filed as active; ? = inconclusive; . = not tested or not shown; [ ] = remark or other dose.

SMILES	LAP4-GFP MLPCN	VLA-4 inh	RPL19A TOR yeast	CIT2 TOR yeast	MEP2-GFP yeast	Yeast superoxide	GRK2 aptamer HTS	AGP1-GFP MLPCN
O=C(NCCN1C(=O)S/C(=C\c2ccccc2)C1=O)c1cc(S(=O)(=O)N2CCOCC2)c(Cl)cc1Cl	115	-10	116	116	116	112	3	115
Cc1cc(C)c(S(=O)(=O)Cc2ccccc2)c(Cl)n1	105	0	108	103	105	91	0	101
COc1cccc(-c2cc(C(=O)O)[nH]n2)c1	90	-2	93	81	90	105	0	89
Cc1cccc(C(=O)NCCC(=O)NCc2ccccc2Cl)c1	121	0	106	116	110	96	3	109
O=C(NNS(=O)(=O)c1ccc(Br)cc1)NC1CCCCC1	91	21	101	100	101	96	1	98
C=CC(C)(C)c1c2occc2c(O)c2ccc(=O)oc12	101	4	108	108	103	124	3	109
O=S(=O)(c1cc(F)ccc1F)N1CCC2(CC1)OCCN2S(=O)(=O)c1ccccc1	102	4	100	101	102	97	1	105
Cc1ccc(SCCC(=O)Nc2ccc(Br)c(C)c2)cc1	97	6	102	89	102	109	1	96
COc1ccc(OCCNC(=O)/C=C/c2ccc([N+](=O)[O-])cc2)cc1	120	8	98	98	116	97	2	97
Cc1ccc2c(c1)CN1CN2Cc2cc(C)ccc21	116	6	98	97	108	92	0	105
CC(C)CCOc1ccc(NC(=O)C2OC3OC(C)(C)OC3C3OC(C)(C)OC23)cc1 (stereo not drawn)	96	-52	93	88	105	87	0	96
CCOc1ccccc1CNCCN1CCOCC1	100	2	99	98	99	88	3	100
N#Cc1c2c(c(NCCCN3CCOCC3)n3c1nc1ccccc13)CCC2	94	24	97	93	97	104	0	.
Cc1cccc(-n2c(C)cc(/C=C3/C(=N)N4C(c5ccccc5)=CSC4=NC3=O)c2C)c1	102	-14	97	106	101	96	3	97
CN1CCN(S(=O)(=O)c2ccc(N(C)Cc3ccc(C(F)(F)F)cc3)c([N+](=O)[O-])c2)CC1	93	-9	94	94	100	90	2	92

Not a retest: entries from further up.
SMILES	LAP4-GFP MLPCN	VLA-4 inh	RPL19A TOR yeast	CIT2 TOR yeast	MEP2-GFP yeast	Yeast superoxide	GRK2 aptamer HTS	AGP1-GFP MLPCN
O=C(NCCN1C(=O)S/C(=C\c2ccccc2)C1=O)c1cc(S(=O)(=O)N2CCOCC2)c(Cl)cc1Cl	115	-10	116	116	116	112	3	115
Cc1cc(C)c(S(=O)(=O)Cc2ccccc2)c(Cl)n1	105	0	108	103	105	91	0	101
COc1cccc(-c2cc(C(=O)O)[nH]n2)c1	90	-2	93	81	90	105	0	89
Cc1cccc(C(=O)NCCC(=O)NCc2ccccc2Cl)c1	121	0	106	116	110	96	3	109
O=C(NNS(=O)(=O)c1ccc(Br)cc1)NC1CCCCC1	91	21	101	100	101	96	1	98

The list continues.
SMILES	LAP4-GFP MLPCN	VLA-4 inh	RPL19A TOR yeast	CIT2 TOR yeast	MEP2-GFP yeast	Yeast superoxide	GRK2 aptamer HTS	AGP1-GFP MLPCN
COc1ccc(C(=O)NC2(C(F)(F)F)NC(=O)N(CCCc3ccccc3)C2=O)c(OC)c1OC (stereo not drawn)	94	14	100	104	106	98	0	94
COc1ccccc1/C=N/NC(=O)C(NC(=O)c1ccccc1)=C(C)C	98	-14	101	100	91	129	3	101
CCCCCC(=O)Nc1cccc(C2=NOC3(C2)C[C@H](C(N)=O)N(C(=O)[C@H]2CCC(=O)N2)C3)c1 (stereo partly drawn)	96	34	99	97	103	103	1	101
Cc1cc2oc(C(=O)NCc3ccccc3)cc(=O)c2cc1C	99	22	105	104	106	124	0	101
CCOC(=O)CSc1nnc(-c2ccccc2OC)o1	102	8	93	97	104	85	3	96
COC(=O)[C@H]1[C@H](C(=O)OC)[C@@H](C(=O)OC)N(c2ccc(OC)cc2)[C@@H]1C(=O)OC	87	-17	101	104	101	88	14	96
CCOC(=O)CS(=O)(=O)c1nc(-c2ccc(F)cc2)cc(C(F)(F)F)n1	172*	19	94	81	104	89	0	88
NC(=O)N/N=C/c1sc(N2CCCCC2)nc1-c1cccs1	93	0	96	94	104	87	3	105
Cc1cccc(N2CCN(c3ccc(NC(=O)/C=C(/C(=O)O)c4ccccc4)cc3)CC2)c1	103	-1	93	95	96	113	1	94
COc1ccc([N+](=O)[O-])cc1NC(=S)Nc1ccccc1	99	7	94	100	96	90	2	107
C[C@@H](CN1C(=O)C(=O)NC[C@@H]1Cc1ccc(O)cc1)NC(=O)Cc1ccccc1	109	34	97	68	92	91	0	79
COc1ccc(CNC(=O)Oc2ccccc2)cc1Cl	113	-7	94	96	102	103	0	95
COc1ccc(OCCCC(=O)OCC(=O)Nc2ccc(Cl)cn2)cc1	116	-1	105	111	103	99	4	116
CCc1nnc(NC(=O)CSc2nnnn2-c2cccc(C(C)=O)c2)s1	109	0	96	94	65	92	1	86
CCOC(=O)CSc1nc(N)c(C#N)c(-c2ccc(OCC)cc2)c1C#N	96	-22	96	94	103	116	2	96
NC(=O)C(c1ccc(Cl)cc1)c1ccc(Sc2ccc(Cl)cc2)nn1 (stereo not drawn)	98	10	97	97	101	91	1	98
Clc1nc(-c2ccccc2)ncc1Oc1ccccc1	112	2	103	105	107	102	3	114
NC(=O)C1CCN(C(=O)CC2(CC(=O)O)CCCC2)CC1	113	21	107	104	103	97	2	100
CCOc1ccc(S(=O)(=O)NCCC(=O)NCC(c2ccco2)N2CCCCC2)cc1 (stereo not drawn)	87	15	96	84	97	93	0	87
O=C(Cn1cnc2c(NC(=O)OCc3ccccc3)ncnc21)NCc1ccccn1	107	0	95	98	102	94	0	97
N#C/C(=C/Nc1ccccc1C(=O)O)C(N)=O	105	7	100	98	102	88	0	105
Nc1[nH]nc2ncc3cc4ccccc4nc3c12	88[may fluoresce violet]	-9	88[may fluoresce violet]	?	?	118	3	?
CC(=O)NC1=NC(=O)/C(=C/c2cc(C)n(-c3ccc(NC(C)=O)cc3)c2C)S1	121	-28	110	109	129	115	0	116
Cc1ccc(C)c(OCCC(=O)OCC(=O)NC(=O)NC2CCCCC2)c1	97	3	99	105	107	88	1	100
Brc1ccc(CNc2nc3ccccc3n2CCN2CCCCC2)cc1	96	5	96	97	92	76	1	102
CC(NCCc1ccc(S(N)(=O)=O)cc1)C(=O)NCCc1ccc(F)cc1 (stereo not drawn)	92	-5	94	105	99	98	0	96
O=C(/C=C/c1cn(-c2ccccc2)nc1-c1cccnc1)NCCN1CCOCC1	82	-12	90	89	90	83	0	91
Cn1c(/C(C#N)=C(\O)c2cccc(F)c2)nc2ccccc21	93	15	102	107	102	117	0	94
CCOC(=O)c1cc(-c2ccc(C)cc2)nc2nc(SC)[nH]c(=O)c12	115	-3	108	110	150	123	0	110
CC(=O)c1sc(NC(=O)COc2ccc(C)c(C)c2)nc1C	91	5	99	91	105	108	0	96

Next section; the last 4 above are carried over.
SMILES	LAP4-GFP MLPCN	VLA-4 inh	RPL19A TOR yeast	CIT2 TOR yeast	MEP2-GFP yeast	Yeast superoxide	GRK2 aptamer HTS	AGP1-GFP MLPCN
O=C(/C=C/c1cn(-c2ccccc2)nc1-c1cccnc1)NCCN1CCOCC1	82	-12	90	89	90	83	0	91
Cn1c(/C(C#N)=C(\O)c2cccc(F)c2)nc2ccccc21	93	15	102	107	102	117	0	94
CCOC(=O)c1cc(-c2ccc(C)cc2)nc2nc(SC)[nH]c(=O)c12	115	-3	108	110	150	123	0	110
CC(=O)c1sc(NC(=O)COc2ccc(C)c(C)c2)nc1C	91	5	99	91	105	108	0	96
Cc1ccc(-c2nnn(CC(=O)N(c3ccccc3F)C(CC(C)C)C(=O)NCC3CCCO3)n2)cc1 (stereo not drawn)	90	-30	100	98	101	91	0	102
Cc1nnc(SCC(=O)Nc2nccs2)[nH]c1=O	113	1	100	98	107	111	0	100
CCN(CC)CCn1c(SCC(=O)NCCC2=CCCCC2)nc2c(sc3ccccc32)c1=O	104	12	110	105	107	101	4	101
COc1ccc(-c2nc(CN3CCC(C(=O)N4CCOCC4)CC3)c(C)o2)c(OC)c1	84	11	99	100	81	98	0	97
O=[N+]([O-])c1ccc2c(c1)C(O)n1nc(-c3ccc(Cl)cc3Cl)nc1S2 (stereo not drawn)	92	21	98	104	101	90	0	112
O=C(CCC(=O)Nc1nnc(C2CCCCC2)s1)NCc1ccc(F)cc1	94	3	98	104	102	115	4	100
O=C(CCNc1ccccc1)c1cccc([N+](=O)[O-])c1	114	0	95	91	105	89	0	100
CCc1cccc2c(C(=O)CSc3nncn3-c3ccc(OC)cc3)c[nH]c12	97	9	98	101	105	97	0	99
CCNC(=O)c1cccc(NC(=O)CC2SC(N3CCCCC3)=NC2=O)c1 (stereo not drawn)	88	-1	89	88	93	93	0	94
O=C(O)CSc1nc2c(c(C(F)(F)F)n1)CCc1ccccc1-2	105	-13	96	90	95	125	2	99
c1ccc(-c2nc(Sc3ncnc4c3cnn4-c3ccccc3)n[nH]2)cc1	121	-15	102	114	107	121	0	105
COc1ccc(NS(=O)(=O)c2cccc(C(=O)NN=Cc3cc(Br)c(O)c(Br)c3)c2)cc1	96	0	105	102	103	95	5	100
Cc1oc(-c2ccc3c(c2)OCCO3)cc1C(=O)NC(Cc1ccccc1)C(=O)O (stereo not drawn)	101	-4	98	100	96	102	0	96
Cc1cc(C)cc(N(C(=O)C2CCCC2)C2C=CS(=O)(=O)C2)c1 (stereo not drawn)	95	9	104	.	99	92	0	106
OCC[C@@H]1C[C@H](O)[C@@H](O)[C@]2(CCc3ccccc3CO2)O1	95	-3	97	97	104	105	0	102
COc1ccc(NC(=O)c2sc3cc(C(F)(F)F)cnc3c2-c2cccs2)cc1	95	-7	98	107	100	94	1	99
CC1=C(C(=O)OCc2ccccc2)C(c2ccccc2OS(=O)(=O)c2ccc(C)cc2)NC(=O)N1CCCC(=O)O (stereo not drawn)	102	9	106	93	100	96	0	95
COc1cccc(/C(C)=N/N=C(\C)c2cccc(OC)c2)c1	97	0	103	99	110	105	0	98
CCOc1ccccc1NC1=NCC(=O)N1Cc1ccc(F)cc1	91	29	99	103	98	106	0	99
COc1ccc(/C=N/NC(=O)CNc2c(Br)cc(C)cc2Br)c(C(=O)O)c1OC	96	4	107	105	107	93	2	104
O=C(Nc1cc(Cl)ccc1Cl)c1cc(-c2ccco2)on1	88	11	97	95	99	114	1	94

Compound activity: PubChem, NMMLSC
